Bioassay records: PubChem BioAssay, several laboratories
LMPTP block = blocks human LMPTP phosphatase; P24666; recombinant LMPTP-A, OMFP fluorogenic substrate, fluorescence intensity; inhibition, % at 20 µM; 360,000 compounds, 0.22% hits;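 active = compounds that cut the enzyme signal by at least half of the control window in the single-dose screen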;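 note: plate controls were DMSO wells with enzyme plus substrate for no effect and substrate without enzyme for full effect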
Target sequence (P24666 whole entry, looked up): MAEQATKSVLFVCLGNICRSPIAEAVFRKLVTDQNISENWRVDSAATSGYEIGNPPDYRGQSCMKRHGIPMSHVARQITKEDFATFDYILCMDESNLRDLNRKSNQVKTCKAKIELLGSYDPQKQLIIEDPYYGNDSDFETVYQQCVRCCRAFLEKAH
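Material: LMPTP-A; amount: 0.625 nM enzyme; doses: single 20 µM dose; times: reaction 50 min, room temperature, dark; technique: fluorescence intensity of OMFP turnover product; benchmarks: no-enzyme and uninhibited controls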
MLLE-PAM2 inh = inhibitors of microRNA-mediated deadenylation, human PABP1 MLLE binding | GST-MLLE / FITC-PAM2 fluorescence polarization | inhibition, % at 20 µM | 360,000 compounds, 0.36% hits | AID 588489; in the data active = inhibition above about 35%, passing the limit was not always enough;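 note: plate controls were DMSO wells with GST-MLLE for no effect and wells lacking GST-MLLE protein for full effect; some results filed as inactive read as strong as hits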
STEP inh = blocks human striatal-enriched tyrosine phosphatase | 360,000 compounds, 0.25% hits | P54829 | AID 588621 | recombinant STEP, OMFP fluorogenic substrate, fluorescence | inhibition, % at 20 µM;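 active = inhibition at 20 µM, scaled per plate between control wells, above about 37%, limit read from the data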;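 note: 0% = DMSO with enzyme and substrate and 100% = substrate only without enzyme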
Target sequence (P54829 whole entry, looked up): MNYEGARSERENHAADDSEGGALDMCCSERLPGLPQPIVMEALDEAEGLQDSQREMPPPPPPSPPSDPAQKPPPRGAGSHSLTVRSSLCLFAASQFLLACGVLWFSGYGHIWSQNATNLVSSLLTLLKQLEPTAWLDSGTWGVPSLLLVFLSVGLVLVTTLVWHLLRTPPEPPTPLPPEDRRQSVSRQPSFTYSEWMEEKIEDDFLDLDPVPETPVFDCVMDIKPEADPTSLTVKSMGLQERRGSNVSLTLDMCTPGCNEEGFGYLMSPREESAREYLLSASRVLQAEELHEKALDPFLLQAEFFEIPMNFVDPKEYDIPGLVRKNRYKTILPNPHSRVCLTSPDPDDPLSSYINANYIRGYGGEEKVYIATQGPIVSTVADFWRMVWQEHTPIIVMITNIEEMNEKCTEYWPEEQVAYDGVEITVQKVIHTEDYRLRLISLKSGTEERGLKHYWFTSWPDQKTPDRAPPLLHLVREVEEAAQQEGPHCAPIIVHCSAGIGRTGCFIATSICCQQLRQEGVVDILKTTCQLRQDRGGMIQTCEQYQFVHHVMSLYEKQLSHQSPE
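Measure: Control-normalized % inhibition with plate pattern correction | Test system: STEP phosphatase, cell-free reaction | Medium: pH 6.0 Bis-Tris with DTT and Tween 20 | Technique: Fluorescence, 480/540 nm | Times: Reaction 20 min, ambient temperature | Doses: Single compound dose of 20 µM, 1% DMSO final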
NadD block = inhibitors of Staphylococcus aureus NadD; purified NadD enzyme, colorimetric absorbance read-out; inhibition, % at 20 µM; 360,000 compounds, 0.78% hits; AID 602399; in the data active = inhibition above about 26%; note: some compounds past the cut are filed as inactive
DNMT1 block = inhibitors of human DNMT1. DNMT1 molecular beacon, Hinp1I cleavage, fluorescence. inhibition (reported as % activation of signal), % at 10 µM. 360,000 compounds, 0.83% hits; in the data active = inhibition above about 50%
SUMO1 PPI mod = SUMO1-SIM interaction modulation; SUMO1 binding to a labelled peptide, TR-FRET, 1 h; 360,000 compounds, 0.33% hits; inhibition, % at 20 µM; P63165; in the data active = inhibition above about 37%
Scp-1 inhibitor = blocks human Scp-1 phosphatase activity; Q9GZU7; Recombinant Scp1, phosphopeptide, malachite green phosphate absorbance; inhibition, % at 20 µM; 340,000 compounds, 0.88% hits;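 active = inhibition above about 50% at 20 µM, limit read from the data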;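 note: plate controls were DMSO wells with enzyme for no effect and wells lacking enzyme for full effect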
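Incubation: 45 min enzyme reaction at room temperature / System: truncated SCP-1 phosphatase (76-261aa) / Reagent: Phospho 17-mer peptide substrate / Buffer or medium: Acidic Tris acetate buffer with magnesium and detergent / Signal: absorbance at 630 nm / Doses: one concentration, 20 µM, with 1.0% DMSO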
CSN inh = inhibitors of human CSN-mediated cullin deneddylation; Q92905; Purified CSN, SCF-Nedd8-OG deneddylation, fluorescence polarization; inhibition, % at 12.5 µM; 360,000 compounds, 0.38% hits;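 active = pattern-corrected inhibition above about 35%, with an unprinted fluorescence ratio check between 0.5 and 1.5, limit read from the data, passing the limit was not always enough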;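 note: 0% = enzyme with substrate and 100% = substrate without enzyme; some results filed as inactive read as strong as hits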
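Assay system: purified human Csn5 enzyme expressed in HEK293T cells; measure: % inhibition; also added: SCFSkp2-Nedd8OG substrate at 10 nM final; technique: fluorescence polarization; times: reaction 90 min, room temperature; medium: Tris buffer pH 7.5, NaCl, DTT, Tween-20, trehalose, ovalbumin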
Rpn11 block = Rpn11 (human) deubiquitinase inhibition; O00487; human 26S proteasome, Ub4-pepOG fluorescence polarization; 20S core pre-blocked with epoxomicin; calls only at 20 µM; 360,000 compounds, 0.59% hits;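 active = inhibition at 20 µM, scaled to each plate's controls, above about 33%, limit read from the data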
Target sequence (O00487 whole entry, looked up): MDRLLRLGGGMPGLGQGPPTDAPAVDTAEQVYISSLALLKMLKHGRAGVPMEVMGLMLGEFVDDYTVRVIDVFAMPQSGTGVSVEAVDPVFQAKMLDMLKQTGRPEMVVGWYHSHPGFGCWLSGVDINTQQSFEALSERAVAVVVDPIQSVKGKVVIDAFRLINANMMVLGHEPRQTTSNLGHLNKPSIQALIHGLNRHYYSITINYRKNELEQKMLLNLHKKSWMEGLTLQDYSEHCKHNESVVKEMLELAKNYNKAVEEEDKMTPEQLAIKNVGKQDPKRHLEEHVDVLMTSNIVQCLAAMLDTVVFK
Tb MetRS inh = blocks T. brucei methionyl-tRNA synthetase activity | purified T. brucei MetRS, ATP depletion, Kinase-Glo luminescence | 360,000 compounds, 0.4% hits | inhibition, % at 11.9 µM;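 active = inhibition above a per-plate cutoff of the control wells' mean inhibition plus 3 SD, cut at about 5.5% in these data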;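 note: 0% = DMSO wells median and 100% = median of wells with control inhibitor compound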
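Dosing: 11.9 µM single point; system: parasite MetRS enzyme; technique: luminescence of leftover ATP; times: 15 min enzyme-compound preincubation, 2 h reaction, 10 min detection, 25 °C; replicates: each compound tested once; read-out basis: percent inhibition relative to median high and low control wells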
Numbers without * were called inactive; i = inactive; · = no result given.

SMILES | LMPTP block | MLLE-PAM2 inh | STEP inh | NadD block | DNMT1 block | SUMO1 PPI mod | Scp-1 inhibitor | CSN inh | Rpn11 block | Tb MetRS inh
CCc1ccccc1N(CC(=O)NC1CCCC1)C(=O)CNC(=O)c1cccs1 | -0.4 | -1 | 2 | -11 | 3 | 5 | -2 | 0 | i | -0.4
CN(CCCC(=O)NCc1ccccc1)S(=O)(=O)c1ccc([N+](=O)[O-])cc1 | 0.4 | -10 | -6 | 0 | -2 | -33 | -2 | 0 | i | 0.2
Cc1cc(C)c(C(=O)N2CCCC(N3CCN(c4cccc(C(F)(F)F)c4)CC3)C2)o1 (stereo not drawn) | 0.9 | -1 | -2 | -2 | -1 | 0 | -1 | -3 | i | -1.0
Cc1ccccc1OCCC(=O)Nc1cc(S(=O)(=O)N2CCCCC2)ccc1N1CCN(C)CC1 | -1.3 | 0 | 0 | 1 | -7 | -2 | -8 | -2 | i | -0.3
N#CC1=C(N)OC2=C(C(=O)CCC2)C1c1cc2c(cc1Br)OCO2 (stereo not drawn) | -0.7 | -7 | -2 | 1 | 1 | 10 | 6 | -9 | i | -0.6
Cc1ccc(C(=O)OCC(=O)Nc2ccc3c(c2)OCO3)c(O)c1 | -0.4 | 15 | -3 | -5 | 5 | -5 | -2 | 1 | i | -0.2
Cc1nc2ccccc2c(=O)n1/N=C/c1cccnc1 | -0.9 | -9 | -3 | 0 | 1 | -5 | 0 | 7 | i | -1.0
CCOc1ccc(/C=N/NC2=NCCCCC2)cc1 | -0.2 | 0 | 2 | 1 | 1 | -5 | -5 | -13 | i | -0.7
COc1ccccc1N(C)S(=O)(=O)c1ccc(C(=O)Nc2ccc3nc(C)sc3c2)cc1 | 2.7 | -10 | 2 | -2 | -13 | -13 | -4 | 2 | i | 0.2
O=C(COc1cccc(Cl)c1Cl)NC1CC1 | -0.6 | 9 | 2 | -6 | 3 | 2 | -9 | -4 | i | -0.6
COc1ccccc1Cc1c(-c2ccco2)nc2ccc(Cl)cn12 | 6.4 | -5 | 0 | 30* | 25 | 4 | · | 36* | i | -0.6
COC(=O)c1ccccc1NC(=O)C(C)Oc1ccccc1 (stereo not drawn) | 2.2 | 3 | 2 | 6 | -2 | 1 | -5 | 3 | i | -0.5
CC(=O)Oc1cc2c(C(=O)NCCN3CCOCC3)c(C)oc2c2ccccc12 | 0.1 | 15 | 3 | 2 | -12 | -5 | 2 | 3 | i | -0.7
O=C(N/N=C/c1ccco1)C1CCCC1 | -0.9 | 3 | 0 | -4 | 11 | -5 | 16 | 3 | i | -0.4
COC1=Nc2ccccc2N2CCN=C12 | -1.5 | -12 | 4 | 1 | 3 | -6 | · | -1 | i | -1.4
CCCOC(=O)CC1C(=O)NCCN1Cc1ccc(F)cc1 (stereo not drawn) | -0.7 | -3 | -1 | 4 | -4 | 2 | -12 | 3 | i | -0.7
O=C(NCc1cccc(C(F)(F)F)c1)N1CCN(S(=O)(=O)c2ccccc2F)CC1 | 2.1 | -8 | -1 | -4 | 0 | -3 | -8 | 1 | i | -0.1
COc1ccc(N2CCN(CC(=O)Nc3ccc(C)cc3)CC2)cc1 | -2.8 | -10 | -4 | -10 | 6 | 1 | -6 | 0 | i | -1.1
COc1ccc(CCNC(=O)C2CCN(S(=O)(=O)c3ccc(OC)c(OC)c3)CC2)cc1OC | -2.5 | 9 | 2 | 0 | -1 | -3 | -7 | 0 | i | 0.7
COC(=O)CC1=NN(c2ccccc2)C(=O)C1 | 0.3 | -3 | 0 | -7 | -1 | 4 | -12 | -2 | i | -0.2
Cn1c(=O)c2c(ncn2CC(=O)Nc2cc(S(=O)(=O)N3CCCCC3)ccc2Cl)n(C)c1=O | -0.4 | 17 | -3 | 4 | 1 | 28 | 5 | 4 | i | -0.2
Clc1nccnc1-c1ccccc1 | -0.9 | 5 | -2 | -6 | -1 | -1 | -4 | -2 | i | -0.7
Cc1cc2ccccc2n1CCNCc1c(C(=O)N2CCOCC2)nc2ccccn12 | 1.6 | 8 | 3 | -4 | -3 | 23 | -4 | 0 | i | -0.1
NS(=O)(=O)c1ccc(CNC(=O)Cc2ccccc2[N+](=O)[O-])cc1 | -1.2 | -7 | -3 | -5 | -2 | -5 | -2 | 4 | i | -0.2
O=C1CC(SC(=Nc2ccccc2)Nc2ccccc2)C(=O)N1c1ccc(Cl)cc1 (stereo not drawn) | 2.8 | -1 | -6 | 12 | -8 | 2 | -6 | 1 | i | 1.1
COc1ccc(CCNc2ccc(C(CC(N)=O)NC(=O)c3cc(C)cc(C)c3)cc2[N+](=O)[O-])cc1 (stereo not drawn) | 0.9 | 5 | -1 | -7 | 2 | -14 | -17 | -5 | i | -0.2
CCOc1ccc(N2CC(=O)Nc3ccccc3NCC2=O)cc1 | 0.5 | 0 | 3 | 2 | -11 | -5 | -4 | 0 | i | 0.2
COc1ccccc1C(=O)Nc1ccnn1C1CCN(C2CCCCC2)CC1 | -1.4 | -24 | -2 | 0 | 3 | 0 | · | -2 | i | -0.1
CC(C)OC(=O)c1cc2c(ccn2-c2ccc(F)cc2)n1CC(=O)N1CCN(C(=O)c2ccco2)CC1 | 4.5 | 3 | 5 | -8 | -8 | 0 | -11 | 1 | i | -0.6
Cn1cc(C(=O)NCCc2ccccc2)c(=O)c2cc(S(=O)(=O)N3CCOCC3)ccc21 | -1.6 | 4 | 2 | -5 | 1 | -1 | -7 | 6 | i | 0.0
N#CC1=C(N)Oc2n[nH]c(-c3cccs3)c2C1c1ccoc1 (stereo not drawn) | 6.8 | 13 | -1 | 10 | 3 | 22 | 9 | 1 | i | -1.4
CC(C)(C)Cn1c(=O)[nH]c(=O)c2cc([N+](=O)[O-])cnc21 | -1.5 | 9 | -5 | -8 | 4 | -26 | -6 | -1 | i | 0.4
CCOC(=O)[C@]12CCCC=C1N(Cc1ccc(Cl)cc1Cl)C(=O)[C@H](CC(=O)NCc1cccc(C(F)(F)F)c1)C2 | 2.6 | · | · | -13 | · | 0 | · | -2 | · | -0.2
O=C(COc1ccccc1Cl)OCC(=O)N1CCN(S(=O)(=O)c2ccccc2)CC1 | 0.3 | -1 | 0 | -6 | -1 | 0 | -11 | -1 | i | -0.1
CCc1ccc(-c2nc(CSCC(=O)N3CCN(c4ccccn4)CC3)c(C)o2)cc1 | 0.7 | 39* | 2 | 9 | 6 | -2 | -4 | 3 | i | 0.9
C[C@H](CO)N1C[C@H](C)[C@@H](CN(C)S(=O)(=O)c2cccs2)Oc2c(NC(=O)Nc3ccc4c(c3)OCO4)cccc2C1=O | 0.4 | 4 | 0 | 5 | -6 | 9 | -5 | -5 | i | 0.3
Oc1cc(-c2ccncc2)cc2cccnc12 | 6.8 | -1 | 0 | 8 | 0 | -25 | -6 | 5 | i | -0.2
Cc1cccc(NC(=O)NN2CCN(C)CC2)c1C | -1.3 | 0 | -2 | -6 | 1 | -3 | -5 | -2 | i | 0.1
Cc1ccc(C(=O)N2CCc3ccccc32)cc1[N+](=O)[O-] | 0.5 | -14 | 1 | -1 | 1 | -9 | -12 | 0 | i | -0.7
CC(=O)NC(Cc1cccc(C)c1)C(=O)NC1CCN(C(=O)NCc2ccccc2)CC1 (stereo not drawn) | -1.6 | 8 | 0 | -4 | 2 | -2 | -6 | 2 | i | 0.0

Next part; it opens with the seven that closed the last part.
SMILES | LMPTP block | MLLE-PAM2 inh | STEP inh | NadD block | DNMT1 block | SUMO1 PPI mod | Scp-1 inhibitor | CSN inh | Rpn11 block | Tb MetRS inh
O=C(COc1ccccc1Cl)OCC(=O)N1CCN(S(=O)(=O)c2ccccc2)CC1 | 0.3 | -1 | 0 | -6 | -1 | 0 | -11 | -1 | i | -0.1
CCc1ccc(-c2nc(CSCC(=O)N3CCN(c4ccccn4)CC3)c(C)o2)cc1 | 0.7 | 39* | 2 | 9 | 6 | -2 | -4 | 3 | i | 0.9
C[C@H](CO)N1C[C@H](C)[C@@H](CN(C)S(=O)(=O)c2cccs2)Oc2c(NC(=O)Nc3ccc4c(c3)OCO4)cccc2C1=O | 0.4 | 4 | 0 | 5 | -6 | 9 | -5 | -5 | i | 0.3
Oc1cc(-c2ccncc2)cc2cccnc12 | 6.8 | -1 | 0 | 8 | 0 | -25 | -6 | 5 | i | -0.2
Cc1cccc(NC(=O)NN2CCN(C)CC2)c1C | -1.3 | 0 | -2 | -6 | 1 | -3 | -5 | -2 | i | 0.1
Cc1ccc(C(=O)N2CCc3ccccc32)cc1[N+](=O)[O-] | 0.5 | -14 | 1 | -1 | 1 | -9 | -12 | 0 | i | -0.7
CC(=O)NC(Cc1cccc(C)c1)C(=O)NC1CCN(C(=O)NCc2ccccc2)CC1 (stereo not drawn) | -1.6 | 8 | 0 | -4 | 2 | -2 | -6 | 2 | i | 0.0
CN(CC1CCCO1)S(=O)(=O)c1ccc(C(=O)Nc2ccc(F)cc2)cc1 (stereo not drawn) | 0.3 | 7 | 2 | -3 | 0 | 4 | 6 | -1 | i | -0.1
O=C(NN=Cc1ccc(N2CCOCC2)cc1)c1cc2ccccc2cc1O | 2.1 | -9 | -2 | 11 | -11 | -15 | -10 | -1 | i | 0.5
CCN1C(=O)/C(=C/C=C2\C=CN(CC)c3ccccc32)SC1=S | 5.7 | 19 | 4 | 15 | -6 | -17 | 4 | 4 | i | -0.2
CC1CCCN(C(=O)c2ccc(NS(=O)(=O)c3cccc([N+](=O)[O-])c3)cc2)C1 (stereo not drawn) | -0.5 | -3 | 3 | -1 | 1 | -22 | -4 | 0 | i | 0.1
COc1ccccc1C(=O)CSc1nnc(-c2ccco2)o1 | -0.9 | -31 | 1 | -8 | 4 | -3 | -5 | 5 | i | -0.6
CCOc1ccc(NC(=O)c2ccc3c(SCC(=O)O)c4c(nc3c2)CCCC4)cc1 | 0.8 | -13 | -1 | 13 | 2 | -9 | -6 | 0 | i | 0.3
CN(C)S(=O)(=O)c1ccc(C(=O)OCCCN=C2NS(=O)(=O)c3ccccc32)cc1 | -2.0 | 5 | -1 | 2 | 6 | 2 | -9 | -3 | i | -0.6
CC(=O)Nc1cccc(C(=O)Nc2ccccc2C(=O)O)c1 | -2.2 | 8 | -1 | -3 | 4 | 0 | -5 | -1 | i | -0.9
